Source: PubChem
TNAP inh hi DEA: human TNAP enzyme inhibitors, primary screen, biochemical, luminescent, high phosphate acceptor level, uHTS. Alkaline phosphatase, tissue-nonspecific isozyme (Homo sapiens), P05186. purified TNAP, CDP-star luminescence, 1 M DEA. inhibition, % at 20 µM. 200,000 compounds, 0.03% hits;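 active = over 50% inhibition of tissue-nonspecific alkaline phosphatase at 20 µM in the single-dose screen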;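 note: plate controls were DMSO wells for no effect and EDTA-quenched wells as full inhibition for full effect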
Target sequence (P05186 whole entry, looked up): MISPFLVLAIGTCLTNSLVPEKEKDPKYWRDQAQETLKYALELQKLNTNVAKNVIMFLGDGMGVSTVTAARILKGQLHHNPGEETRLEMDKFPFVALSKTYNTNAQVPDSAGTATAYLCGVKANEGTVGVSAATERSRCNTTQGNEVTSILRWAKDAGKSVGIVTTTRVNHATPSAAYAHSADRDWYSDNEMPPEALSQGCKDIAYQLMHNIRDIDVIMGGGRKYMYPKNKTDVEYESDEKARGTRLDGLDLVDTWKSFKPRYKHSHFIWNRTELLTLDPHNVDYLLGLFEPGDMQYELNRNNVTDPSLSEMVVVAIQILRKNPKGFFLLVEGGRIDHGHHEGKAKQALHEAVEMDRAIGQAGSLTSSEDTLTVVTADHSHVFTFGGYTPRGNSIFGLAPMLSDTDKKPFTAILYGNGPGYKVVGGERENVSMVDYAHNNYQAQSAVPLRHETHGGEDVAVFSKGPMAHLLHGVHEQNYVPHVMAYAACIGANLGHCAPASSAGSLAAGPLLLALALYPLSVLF
APP transl inh: inhibitors of APP translation via 5'UTR reporter, primary screen, APP 5'UTR luciferase, SH-SY5Y cells | SH-SY5Y APP 5'UTR-luciferase reporter, luminescence | inhibition, % at 2 µM | 190,000 compounds, 0.82% hits | AID 1285, 2008;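 active = inhibition above a set limit, derived from the sample mean plus 3 SD, cut at about 45% in these data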; note: values of inactives mirror those of a sister screen read the other way
bIAP inh: bovine intestinal alkaline phosphatase inhibitors, primary screen, selectivity assay for TNAP inhibitor project, biochemical, bovine IAP, CDP-star luminescence | purified bovine IAP, 30 min | alkaline phosphatase, intestinal [Bos taurus] | 190,000 tested, under 10 active | inhibition, % at 20 µM;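 active = over 50% inhibition of intestinal alkaline phosphatase at 20 µM in the single-dose screen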
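Assay system: bovine IAP enzyme; medium: DEA buffer 100 mM, pH 9.8, with MgCl2 1.0 mM, ZnCl2 0.02 mM; doses: 20 µM single dose; incubation: enzyme reaction for 30 min at room temperature; detection: CDP-star luminescence signal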
FLuc inh counter: firefly luciferase enzyme inhibitors, primary screen, artefact control for luciferase-based inhibitor screens, biochemical, luminescence, ATPLite. 200,000 compounds, 1.5% hits. Luciferin 4-monooxygenase (Photinus pyralis), P08659. 10 min. inhibition, % at 10 µM;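 active = inhibition above about 50% when tested at 10 µM, limit read from the data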
Target sequence (P08659 whole entry, looked up): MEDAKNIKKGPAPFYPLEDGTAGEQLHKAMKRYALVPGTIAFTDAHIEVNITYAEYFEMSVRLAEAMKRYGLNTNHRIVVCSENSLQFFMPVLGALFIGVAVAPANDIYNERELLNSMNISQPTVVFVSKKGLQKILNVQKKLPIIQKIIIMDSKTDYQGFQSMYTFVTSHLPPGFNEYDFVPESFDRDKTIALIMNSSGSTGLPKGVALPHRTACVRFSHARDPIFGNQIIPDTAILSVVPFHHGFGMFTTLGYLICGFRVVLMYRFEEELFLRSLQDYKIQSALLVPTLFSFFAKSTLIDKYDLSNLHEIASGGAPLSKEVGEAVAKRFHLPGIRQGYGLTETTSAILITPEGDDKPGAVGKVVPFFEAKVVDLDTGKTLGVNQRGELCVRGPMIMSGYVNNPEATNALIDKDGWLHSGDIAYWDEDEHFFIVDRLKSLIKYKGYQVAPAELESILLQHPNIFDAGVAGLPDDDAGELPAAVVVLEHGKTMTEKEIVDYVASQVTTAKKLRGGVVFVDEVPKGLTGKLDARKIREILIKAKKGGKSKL
TNAP act hiacc: TNAP activators at high phosphate acceptor level, primary screen, biochemical, luminescence, uHTS; 200,000 tested, under 10 active; purified TNAP, CDP-star luminescence, 1 M DEA, 30 min; active compounds read high; 0 = EDTA background, 1 = DMSO-only activity; activation factor at 20 µM;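 active = activation factor at least 2 at 20 µM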
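system = human TNAP | amount = enzyme diluted 1/800 final | reagent = 100 µM CDP-star substrate | signal = luminescent substrate turnover signal | dosing = one dose, 20 µM | benchmarks = EDTA negative control, DMSO positive control | measure = activation factor | timing = 30 min reaction, room temperature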
RAM inhibit: inhibitors of the yeast RAM network, primary screen, dse1pr::URA3 reporter, 5-FOA selection. S. cerevisiae dse1pr::URA3 reporter, 5-FOA growth OD615, 2 d; analog-sensitive cbk1-as2 kinase mutant strain. 190,000 compounds, 1.8% hits. inhibition, % at 50 µM;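 active = inhibition above a set limit, 3 SD over mean compound inhibition, cut at about 8.4% in these data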;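 note: 0% = DMSO-only wells with no growth and 100% = 10 µM 1-NA-PP1 full growth; inhibition rescues growth on 5-FOA so higher OD means more RAM inhibition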
L major viab: Leishmania major promastigote growth inhibition, primary screen | Leishmania major promastigotes, resazurin fluorescence viability | inhibition, % at 10 µM | 200,000 compounds, 9% hits | AID 1063, 2008; in the data active = inhibition above about 50%;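 note: promastigotes grown with compound for 44 hours at 28 °C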
TNAP inh noacc: human TNAP enzyme inhibitors, primary screen, biochemical, luminescent, no phosphate acceptor, uHTS | AID 1012, 2008 | inhibition, % at 20 µM | Alkaline phosphatase, tissue-nonspecific isozyme (Homo sapiens), P05186 | 200,000 compounds, 0.26% hits | purified TNAP, CDP-star luminescence, 30 min;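 active = tissue-nonspecific alkaline phosphatase inhibition above about 50% at 20 µM in the single-dose screen, limit read from the data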;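 note: 0% = DMSO negative control and 100% = EDTA positive control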
FLuc act counter: FLuc activators, initial screening, artefact control for FLuc-dependent activation tests, biochemical, ATPlite luminescence. AID 1027, 2008. ATPlite luciferase biochemical, 10 min; 0 = ATP-free wells, 1 = DMSO control. activation factor at 10 µM. Luciferin 4-monooxygenase (Photinus pyralis), P08659. 200,000 tested, under 10 active;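 active = luciferase activation factor, scaled between plate controls, of at least 2 with compound at 10 µM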
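Material: Luciferase/luciferin reagent mix; Doses: test compounds dosed from 2 mM stocks in 100% DMSO; Schedule: 10 min incubation after luciferase reagent addition, room temperature; Measured by: luminescence from luciferase reaction; Read-out: luminescence gain marking luciferase activators.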
bIAP act: bovine intestinal alkaline phosphatase activators, primary screen, biochemical, bovine IAP, CDP-star luminescence; alkaline phosphatase, intestinal [Bos taurus]; purified bovine IAP, 30 min; active compounds read high; fold of DMSO-control signal, blank-subtracted; activation factor at 20 µM; 200,000 compounds, 0.17% hits;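 active = activation factor of 2 or more at 20 µM, a signal rise over negative controls twice the positive control's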
* marks the source's active call; other numbers are inactive results; . = no result given.

smiles	L major viab	FLuc inh counter	FLuc act counter	TNAP inh noacc	APP transl inh	bIAP act	TNAP act hiacc	RAM inhibit	bIAP inh	TNAP inh hi DEA
N#CNC(N)=Nc1cccc(Cl)c1	0.9	-4.7	1	-3.6	7.7	0.9	1	-0.4	12.1	-0.6
CCn1c(C)nc2cc(C(=O)NNC(=S)Nc3ccccc3)ccc21	-3.1	39.4	0.6	-191.6	-184.9	1.6	1.1	2.7	-60.2	-5.8
O=C(COc1ccc(Br)cc1)Nc1ccc(-c2nnc(-c3ccco3)o2)cc1	-3.0	1.2	1	-4.5	-15.8	0.7	1	3.6	25.2	0.8
CCOc1ccc2nc(SCc3ccc(C(=O)OC)o3)[nH]c2c1	0.2	1.4	1	-26.8	-9.3	1.3	1	1.1	-26.1	-2.0
CCCCC(CC)CNC(=O)C1CCCN(S(=O)(=O)c2cnc[nH]2)C1 (stereo not given)	-6.7	-2.6	1	-6.1	-5.9	1.1	1	-0.1	-5.2	1.8
O=C(Cn1nc(C(F)(F)F)c2c1CCC2)NCc1ccc(Cl)cc1	23.2	-6.3	1.1	-2.8	-8.5	0.9	1	0.0	9.7	-2.8
Cc1cc(C)cc(N(C(C)C(=O)Nc2c(C)n(C)n(-c3ccccc3)c2=O)S(C)(=O)=O)c1 (stereo not given)	-3.8	-3.8	1	-4.6	-8.1	1.1	1	0.9	-5.3	2.2
Cc1ccsc1/C=N/n1c(-c2ccncc2)n[nH]c1=S	-6.5	0.7	1	3.5	-15.5	1.2	1	3.7	-22.4	-0.3
Cc1ccc(-c2onc3ccc(C=O)cc23)cc1	81.4*	0.1	1	3.3	-88.6	0.9	1	-0.7	12.9	1.2
CC(=C/c1ccccc1)/C=C1/SC(N2CCOCC2)=NC1=O	-2.6	7.3	0.9	0.3	-39.8	1	1	1.3	1.6	-0.9
O=C(NCc1ccc2c(c1)OCO2)c1ccc2c(c1)C(=O)N(Cc1cccnc1)C2=O	-3.6	-5.5	1.1	-13.2	-5.0	0.9	1	2.4	7.9	-3.4
O=C(CCC(=O)NCCO)NCCO	-0.6	-5.2	1.1	-8.9	-6.3	1	1	0.4	4.6	-3.0
O=C(Cc1ccccc1)Nc1ccc(NC(=O)c2ccco2)nc1	-1.0	33.6	0.7	-15.5	-34.1	0.9	1.1	2.0	12.1	-5.1
Cc1ccc(NC2=Nc3ccccc3CC2)cc1	44.7	40.5	0.6	-5.5	-179.3	0.8	1	0.0	21.3	1.8
CC(C)(C)c1ccc(C(=O)Nc2nonc2-c2nc3ccccc3[nH]2)cc1	2.5	4.3	1	-10.9	13.9	1.2	1.1	3.4	-24.9	-5.1
Cc1ccc(S(=O)(=O)N(CC(=O)NN=C2CCN(C)CC2)c2ccc(F)cc2)cc1	-0.1	-2.4	1	-9.9	-21.0	1	1	1.3	-2.9	-0.8
Cn1c(C(O)c2ccccc2F)nc(Cl)c1Cl (stereo not given)	-8.6	-4.7	1	-5.6	-21.5	0.9	1	1.0	9.6	-3.1
CCOc1ccc(CN(C)CC(=O)Nc2ccc(N3CCOCC3)cc2)cc1OC	-4.2	-0.7	1	-5.1	-3.1	0.8	1	0.2	22.5	3.5
CC(C)(C)C1CCC(OC(=O)CN2CCOCC2)CC1 (stereo not given)	-0.9	-1.8	1	-7.7	-15.8	0.9	1	1.2	6.7	-2.0
O=C(Nc1cc(C(F)(F)F)cc(C(F)(F)F)c1)c1ccc(Cn2cc(C(F)(F)F)ccc2=O)cc1	10.5	-8.9	1.1	0.4	-14.7	1	1	2.8	2.1	-4.8
Cc1nc2cc(NC(=O)N3c4ccccc4CC3C)ccc2o1 (stereo not given)	-2.6	61.5*	0.4	-12.4	-95.0	0.9	1	0.8	12.2	-3.6
COc1ccc(OCc2nnc(SCC(=O)N3CCCc4ccccc43)n2-c2ccc(C)cc2)cc1	22.4	0.3	1	-3.4	4.7	1.2	1.1	3.9	-19.0	-5.4
CCCCCOC(=O)NC1CCS(=O)(=O)C1 (stereo not given)	-3.2	-6.5	1.1	-14.0	-4.6	0.7	1	3.6	25.5	-3.3
Cc1ccc(OCCSc2nnc(-c3cccs3)n2C)cc1	-3.3	-3.9	1	-11.1	-9.6	0.8	1.1	-0.2	19.0	-5.1
O=C(Nc1ccccn1)c1ccco1	-2.1	1.4	1	-11.3	-15.2	0.9	1	0.1	9.2	-4.2
CC(=O)c1cc(-c2ccccc2)n(CC(=O)NC2CCCCC2)c1C	-2.4	-3.0	1	-10.2	2.0	0.9	1.1	1.1	12.4	-6.1
CCOC(=O)N1CCN(C(=O)CSc2nnc(-c3ccc(C(C)(C)C)cc3)o2)CC1	1.5	53.1*	0.5	-4.6	-6.9	0.8	1	2.0	16.9	-2.7
C/C(CCCO)=N/Nc1ccc([N+](=O)[O-])cc1[N+](=O)[O-]	5.9	-3.3	1	10.6	-1.4	0.9	0.9	-1.0	8.1	10.6
c1ccc2ncc(-n3cnnn3)cc2c1	-6.3	-2.9	1	-1.6	14.2	0.9	1	0.1	11.1	-2.1
CCCn1c2c(c(O)c(C(=O)Nc3nccs3)c1=O)CCCC2	3.7	-5.9	1.1	-16.4	10.7	1	1.1	3.1	1.9	-10.4

Filtered by structure, those above containing a thiophene ring, fused or not
smiles	L major viab	FLuc inh counter	FLuc act counter	TNAP inh noacc	APP transl inh	bIAP act	TNAP act hiacc	RAM inhibit	bIAP inh	TNAP inh hi DEA
Cc1ccsc1/C=N/n1c(-c2ccncc2)n[nH]c1=S	-6.5	0.7	1	3.5	-15.5	1.2	1	3.7	-22.4	-0.3
Cc1ccc(OCCSc2nnc(-c3cccs3)n2C)cc1	-3.3	-3.9	1	-11.1	-9.6	0.8	1.1	-0.2	19.0	-5.1

Next compounds
smiles	L major viab	FLuc inh counter	FLuc act counter	TNAP inh noacc	APP transl inh	bIAP act	TNAP act hiacc	RAM inhibit	bIAP inh	TNAP inh hi DEA
COc1ccc(-c2nnc(OCc3nc4ccccc4n3C)c3ccccc23)cc1	10.7	-4.6	1	-17.6	3.6	0.8	1.1	-1.0	24.2	-6.5
Cc1cc(Nc2ccc(F)c(Cl)c2)n2nc(C)nc2n1	-6.1	-9.0	1.1	-2.0	-9.9	0.9	1	0.5	14.7	-4.9
C=CCn1c(SCC(=O)NCCOC)nc2scc(-c3ccco3)c2c1=O	-1.1	-1.8	1	-15.5	16.8	1	1.1	0.5	-1.8	-7.9
CCOC(=O)c1cc(-c2ccc(OC)cc2)nc2c1c(C)nn2CCC#N	5.9	4.0	1	8.1	10.3	1	0.9	7.8	0.0	8.4
Cc1cc(C)n2nc(C(=O)Nc3cccnc3)nc2n1	1.6	-4.3	1	-0.1	1.4	1	1.1	1.4	3.0	-6.4
CCCc1cc(-c2nc(N)ncc2-c2ccc3c(c2)OCCCO3)c(O)cc1OC	30.8	-9.6	1.1	-11.2	-8.1	0.9	1.1	5.6	14.4	-8.6
C#CCOC(=O)c1ccccc1C(=O)n1nnc2ccccc21	-5.9	-3.3	1	-2.1	-21.9	0.8	1	0.8	15.9	1.1
COc1ccc(NC(=O)N2CCN(S(C)(=O)=O)CC2)cc1	-4.9	-3.6	1	-8.6	12.9	1.1	1	-0.2	-6.4	-2.2
NNC(=O)C(Cc1ccccc1)NC(=O)OCc1ccccc1 (stereo not given)	-7.1	4.5	1	2.1	-17.4	1	0.9	-0.7	-0.5	6.0
Cc1[nH]n(-c2ccc(F)cc2)c(=O)c1C=Nc1ccc(S(=O)(=O)N(C)C)cc1	-6.9	-2.2	1	4.6	-8.5	1	1	1.9	0.7	-2.7
CCC(CC)c1nnc(NC(=O)c2cc([N+](=O)[O-])ccc2N2CCCCC2)s1	23.7	-6.2	1.1	9.7	.	0.9	0.8	1.5	5.5	19.1
O=C(Cc1cccc2ccccc12)NNC(=O)c1cccs1	-15.0	-2.2	1	-25.1	-2.4	1.2	1.1	2.9	-24.0	-6.9
Cc1[nH]n(-c2ccc([N+](=O)[O-])cc2)c(=O)c1C=NCCN1CCN(C(=O)c2cccc(F)c2)CC1	-4.2	-1.5	1	2.4	9.2	0.9	1	2.9	11.2	-1.6
COc1ccc(Cc2nnc(SCC(=O)N3CCc4ccccc4C3)o2)cc1	-1.6	-3.8	1	-23.8	-2.9	0.9	1.1	-0.7	5.8	-8.0
CC1CCc2cc(F)cc3c(=O)c(C(=O)O)cn1c23 (stereo not given)	-5.8	1.8	1	-3.3	5.7	1.1	1	-0.7	-7.1	2.3
CC(C)CNC(=O)NC(=O)COC(=O)c1ccccc1Sc1ccc(C(F)(F)F)cc1[N+](=O)[O-]	17.0	-2.8	1	-17.6	-23.1	1	1	4.1	-1.7	1.0
COc1ccc2c(C)cc(N3CCOCC3)nc2c1	7.1	-1.4	1	-10.0	-17.6	1	1	0.3	0.2	-1.5
Cc1[nH]c(=O)c(C#N)c2c1CCCC2	-4.5	3.5	1	2.7	-6.2	0.9	1	0.7	7.8	3.3
COc1cc(OC)c(NS(=O)(=O)c2cc(C(=O)OCC(=O)NCC3CCCO3)ccc2OC)cc1Cl (stereo not given)	-4.8	-8.6	1.1	-10.8	-6.8	1	1.1	2.2	-1.2	-8.2
Cc1cc(C)c2cc(CN(CC3CCCO3)S(=O)(=O)c3ccc4c(c3)OCCO4)c(=O)[nH]c2c1 (stereo not given)	10.9	-1.7	1	-12.3	-12.5	1.1	1.1	0.5	-7.0	-7.3
CCOc1ccc(-c2nnn(CC(=O)NCc3ccco3)n2)cc1OCC	-2.9	-3.5	1	-8.5	15.1	0.9	1	0.1	5.2	-4.1
CN(C)C(CNC(=O)c1cccnc1Sc1ccccc1)c1ccco1 (stereo not given)	0.1	-8.7	1.1	-10.3	-14.3	1	1	-0.2	4.6	-3.2
CCN1CCN(C(=O)C2CCN(S(=O)(=O)c3cccc4cccnc34)CC2)CC1	-5.3	-6.4	1.1	-4.7	5.8	1	1.1	0.6	1.1	-8.9
Cc1ccc(/C=N/N2CCN(Cc3cccc4ccccc34)CC2)o1	25.8	-8.7	1.1	-16.7	13.1	0.9	1.1	-0.5	9.3	-6.1
O=C1N=C(N2CCCCC2)SC1=C1CCCCC1	5.8	8.0	0.9	-3.5	-64.0	0.9	1	0.5	8.4	-2.1
